HT1080 viability = HT1080 cell viability loss – fluorescence readout (AID 620) | HT1080 viability, fluorescence; higher % means a stronger effect | cytotoxicity, % at 10 µM; hits with a dose series show EC50 in µM | 87,000 compounds, 0.42% hits; in the data active = cytotoxicity above about 50%;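 also: cells exposed to compound overnight then 4 h with Alamar Blue; 0% = vehicle DMSO and 100% = killing control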
An asterisk follows results filed as active. This is a subset; rates above refer to the full screens.

SMILES	HT1080 viability
Fc1cccc(-c2oncc2-c2nnnn2-c2ccc(Cl)cc2)c1	1%
COc1ccc(OC)c(NC(=O)c2ccccc2SC)c1	28%
COc1ccc(C(=O)NC2CCCCCC2)cc1S(=O)(=O)Nc1ccc(Br)cc1	0%
O=c1[nH]cnc2sc(-c3ccccc3)cc12	-25%
Cc1ccccc1N(CC(=O)N1CCN(c2ccccc2)CC1)S(C)(=O)=O	18%
CC(C)OC(=O)CC12CN(C)CC(CC(=O)OC(C)C)(CN(C)C1)C2=O	-6%
CCOC(=O)CCSc1nc(C)c2cc(OC)ccc2n1	-12%
CCCN1Cc2cccc(C(=O)N3CCN(c4ccccc4)CC3)c2C1=O	15%
COc1cccc(NC(=O)COC(=O)c2c3c(nc4ccccc24)CCC(C)C3)c1 (stereo unspecified)	6%
CC(=O)N(c1c(C)n(C)n(-c2ccccc2)c1=O)C1(C(=O)NC2CCCCC2)CCCCC1	-10%
COC(=O)C(C)N(C(=O)c1ccc(C(=O)c2ccccc2)cc1)c1c(C)cccc1C (stereo unspecified)	32%
Cc1csc(NC(=O)c2cccc(C)c2C)n1	1%
CC1(C)N=C(N)NC(Nc2ccccc2)=N1	9%
O=C(O)C1CCCCC1C(=O)NCc1ccccc1 (stereo unspecified)	-4%
O=C(NC1CCCC1)C(c1ccccn1)N(C(=O)c1csnn1)C1CCCC1 (stereo unspecified)	9%
O=S1(=O)C=C(Oc2ccc3ccccc3c2)c2ccccc21	-18%
COc1ccc2nc(NC(=O)CSc3ccccc3)sc2c1	0%
CCN(C(=O)COC(=O)c1[nH]c(C)c(C(C)=O)c1C)C1CCS(=O)(=O)C1 (stereo unspecified)	2%
COc1ccc(OC)c(S(=O)(=O)Nc2ccc(Oc3ccccc3)cc2)c1	-6%
CNc1ccc(Br)cc(C(=O)/C=C/c2cccc(OC)c2OC)c1=O	-6%
CC(Cc1ccccc1)C(=O)N(C)Cc1ccccc1 (stereo unspecified)	-22%
CCCN(C(=O)Cc1nc(N)n[nH]1)C1(C(=O)Nc2ccccc2C)CCCCC1	-5%
COCCn1c(SCC(=O)Nc2nc3ccccc3s2)nnc1-c1ccoc1C	-5%
Cc1ccc(S(=O)(=O)N2CCCC(c3nc(-c4ccc(C)o4)no3)C2)cc1 (stereo unspecified)	1%
CCn1c(SCC(=O)N2CCN(c3cccc(Cl)c3)CC2)nc2ccccc2c1=O	-7%
COC(=O)c1ccc(C(=O)OC)c(NC(=O)CN2CCN(c3ccc(OC)cc3)CC2)c1	3%
CC(C)CC(=O)Nc1ccc(S(=O)(=O)NCc2ccco2)cc1	1%
COc1ccc(S(=O)(=O)N2CCC(C(=O)N3CCCCC3)CC2)cc1Cl	-21%
CCC(C)NS(=O)(=O)c1ccc(OCC(=O)Nc2ccc3c(c2)OCO3)cc1 (stereo unspecified)	4%
Cc1ccc(OCc2nnc(SCC(=O)c3ccccc3)n2-c2ccccc2)cc1	-9%
CC(=O)Nc1nc(C)c(Oc2ccc(Cl)cc2Cl)c(=O)[nH]1	-8%
Cc1cc(=O)[nH]c2cc(O)ccc12	-8%
COc1ccccc1Oc1ccc2c(c1)C(=O)N(c1ccccc1)C2=O	-1%
O=c1c2ccccc2nc(CSc2nnnn2-c2ccccc2)n1-c1ccccc1Cl	-5%
Cc1ccc(C)n1NC(=O)c1cccc(Cl)c1	9%
COCCCn1nnnc1SCC(=O)N1CCCC1	-12%
COc1ccc([C@H]2[C@H](C(=O)C(C)(C)C)N3N=Cc4ccccc4C3[C@]23N=C(c2ccccc2)OC3=O)cc1OC (stereo partly specified)	-21%
CCn1c(COc2ccc3c(c2)OCO3)nnc1SCC(=O)O	-1%
Cc1cc(C)c(S(=O)(=O)N2CCC(C(N)=O)CC2)cc1C	1%
CCN(c1ccccc1)S(=O)(=O)c1cc(C(=O)O)ccc1C	-13%
COc1ccc(C2(C)NC(=O)N(CC(=O)Nc3ccc4c(c3)OCO4)C2=O)cc1OC (stereo unspecified)	5%
N#Cc1ccc(C=NC(c2ccccc2)c2ccccc2)cc1	-10%
COc1ccc2cc(C(=O)O)ccc2c1	1%
CC1=NN(c2ccc(C(=O)OC(C)C)cc2)C(=O)/C1=C\C=C\c1ccco1	5%
CCOC(=O)c1c(NC(=O)CNCCOC)sc2c1CCCC2	0%
O=S(=O)(c1ccc(F)cc1)c1nc(-c2ccccc2F)oc1N1CCCCC1	-22%
COc1cccc(CC(NC(C)=O)C(=O)NC2CCN(S(=O)(=O)c3cccc4ccccc34)CC2)c1 (stereo unspecified)	0%
COc1cc(NC(=O)c2cccs2)c(C(=O)OCC(=O)NC(=O)NCc2ccccc2)cc1OC	-5%
CCOC(=O)c1ccc(-n2c(C)nc3c(cnn3-c3ccc(Cl)cc3)c2=O)cc1	7%
C/C(=N\NC(=S)NC(C)C)c1ccc(-n2ccnc2)cc1	6%

Laid out differently: 2 of the compounds above
> CCOC(=O)c1c(NC(=O)CNCCOC)sc2c1CCCC2
  HT1080 viability: 0%
> O=S(=O)(c1ccc(F)cc1)c1nc(-c2ccccc2F)oc1N1CCCCC1
  HT1080 viability: -22%

Additional structures
SMILES	HT1080 viability
CC(C)(C)CC(=O)Nc1ccc(C(N)=O)cc1	-3%
CCOc1ccc(NC(=O)CCn2c(=O)[nH]c3ccsc3c2=O)cc1	-2%
Cc1cccc(NC(=O)C2CCN(S(=O)(=O)c3cccs3)CC2)c1	14%
COc1ccccc1/C=N/NC1=NCCCCC1	-10%
Cc1ccc(S(=O)(=O)N2CCN(S(=O)(=O)N(C)C)CC2)c(C)c1	-5%
Cc1ccc(OCC(=O)NC2=NCCS2)cc1	10%
CC(C)(C)c1ccc(C(=O)Nc2ccccc2NC(=O)c2ccco2)cc1	3%
COC(=O)COc1cccc(NC(=O)c2ccc(C)cc2)c1	10%
CCn1c(SCC(=O)Nc2ccc(S(N)(=O)=O)cc2)nnc1-c1ccccc1OC	-15%
COc1cc(C2C(C#N)=C(N)Oc3cc(O)ccc32)cc(OC)c1OC (stereo unspecified)	65%*
CCn1c(Cc2ccccc2)nnc1SCC(=O)Nc1nc(C)cs1	0%
Cc1ccc2c(c1)c(=O)c1c3n2CCN(C(=O)CCl)C3CC1 (stereo unspecified)	102%*
N#C/C(=N\Nc1ccccc1)C(=N)N1CCCCC1	-4%
CCOc1cc(CNn2nnnc2N)ccc1OCC(=O)NC(C)(C)C	5%
CCCOP(=O)(OCCC)c1c([N+](=O)[O-])cc(C(F)(F)F)cc1[N+](=O)[O-]	3%
COc1ccc(Nc2ncc(C(=O)N3CCN(c4ccc(F)cc4)CC3)c3ccccc23)cc1	-6%
CN(C)c1ccc(NC(=O)Oc2ccccc2)cc1	-1%
O=C(COc1ccccc1)N1CCN(C(=O)c2ccco2)CC1	-6%
COc1ccc(NC(=O)N2CCCC2C(=O)NCc2ccc(F)cc2)cc1 (stereo unspecified)	-14%
COc1ccc(S(=O)(=O)N2CCCC(C(=O)Nc3ccc4c(c3)OCCO4)C2)cc1 (stereo unspecified)	-10%
Cc1c(NC(=O)C(C)OC(=O)CNC(=O)c2ccc(C(C)(C)C)cc2)c(=O)n(-c2ccccc2)n1C (stereo unspecified)	-17%
CC(C)CC1CC(=O)OC1(C)C(=O)CSc1nc2ccccc2s1 (stereo unspecified)	-5%
CC1C(=O)CCN(C(C)(C)C)C1C (stereo unspecified)	-11%
O=c1oc2ccccc2c(Nc2ccc3ccccc3c2)c1[N+](=O)[O-]	-7%
CCOC(=O)N1CCC(NC(=O)c2oc3c(c2C)-c2[nH]ncc2CC3)CC1	-3%
c1ccc(-c2csc(Nc3ccc4c(c3)OCCO4)n2)cc1	20%
COC(=O)C1=C(C)N(CCCC(=O)O)C(=O)NC1c1ccc([N+](=O)[O-])cc1 (stereo unspecified)	-5%
CCCCSc1nc(O)c(Cc2ccccc2)c(=O)[nH]1	-9%
CCOC(=O)Cn1c(=N)n(CCOc2ccc3ccccc3c2)c2ccccc21	3%
COc1ccc(CS(=O)(=O)/C(Cl)=C(/Cl)C(=O)Nc2ccc(OC)nc2)cc1	63%*
O=C(Cc1sc(-c2ccccc2Cl)nc1-c1ccccc1)Nc1ccc(F)cc1	26%
CCN(CCC(=O)Nc1ccc(Br)c(C)c1)Cc1ccccc1	29%
Cc1ccc(-c2cc(C)nc3nc(N)nn23)cc1	4%
COc1cccc(NC(=O)COc2ccc(C)cc2)c1	-1%
CC(C)Cn1cnc2sc3c(c2c1=N)CCCC3	-6%
CCOc1ccccc1NC(=O)C1CCN(C(=O)NCc2ccccc2)CC1	1%
CCOC(=O)/C(C#N)=C/c1cc(C)n(-c2ccc(Br)cc2)c1C	-2%
COc1ccc(-c2cnc(SCC(=O)Nc3nc(C(C)(C)C)cs3)n2Cc2ccco2)cc1	1%
COc1ccc(CN2CCN(S(=O)(=O)c3ccc(C)cc3)CC2)cc1Br	-20%
COC(=O)[C@@]1(Cc2ccccc2)[C@H]2c3cc(C(=O)N(C)C)n(CCF)c3C[C@H]2CN1C(=O)c1ccccc1	-14%
Cc1nc2ccccc2c(=O)n1NC(=O)c1ccco1	13%
Cc1ccc(C(=O)Oc2ccc(C(=O)COC(=O)c3cnccn3)cc2)cc1	7%
CC(C)(C)c1ccccc1OCCOCCSc1ncccn1	-22%
CC[N+]1(CC)CC2=Cc3c(ccc4ccccc34)CC2C1 (stereo unspecified)	-11%
COc1ccc(CN(CC2CCCO2)C(=O)CN2C(=O)C(C)Oc3ccc(C)cc32)cc1OC (stereo unspecified)	8%
CCCCN(CC)C(=O)c1n[nH]c(=O)c2ccccc12	10%
Cc1ccc(OCC(=O)Nn2c(C)nc3ccccc3c2=O)c(C(C)C)c1	-14%
CCOC(=O)c1sc(N(Cc2ccccc2)C(=O)CSc2ncn[nH]2)nc1C	-4%
Cc1oc(-c2cccs2)nc1CSCC(=O)NC1CC1	-1%
O=C(O)CCC(=O)NCc1ccc(F)cc1	3%

New compounds follow
SMILES	HT1080 viability
Clc1cccc(Oc2cnns2)c1Cl	-8%
Cc1cc2c3c(c1)C1(SCC(=O)N1c1ccc(F)cc1)C(=O)N3C(C)(C)CC2C (stereo unspecified)	2%
COc1ccc2nc(SCC(=O)NN)cc(C)c2c1	-11%
CCOCCCNC(=O)C1CCN(S(=O)(=O)c2ccc(C)cc2)CC1	-1%
CCOC(=O)CSc1nsc(SCC(=O)OCC)c1C#N	2%
CC1CCN(CCCNC(=O)CCCNC(=O)Cn2cnc3sc4c(c3c2=O)CCCC4)CC1	-1%
O=C1OCC(CO)(CO)N=C1NNc1cc(Cl)ccc1Cl	-17%
CCn1nccc1C(=O)Nc1ccc(Cl)cn1	3%
COc1ccc(/C(C)=C(\C#N)C(=O)OC(C)C)cc1OC	0%
c1cnc2ccc(C(c3nnnn3C3CCCC3)N3CCSCC3)cc2c1 (stereo unspecified)	-13%
COc1ccc(-c2cc(-c3ccccc3)c(C#N)c(S(C)=O)n2)cc1 (stereo unspecified)	44%
O=C(Cc1cccs1)N(Cc1cccs1)C1(C(=O)NC2CCCCC2)CCCCC1	-11%
Cc1c(OCC(F)(F)F)ccnc1CSc1nc2ccccc2[nH]1	-10%
O=C(Nc1ccc(Cl)cc1-c1nc2ccccc2s1)c1ccco1	-26%
COc1ccc(-c2oc(/N=C/N3CCCC3)c(C#N)c2-c2ccc(OC)cc2)cc1	-22%
C/C(Cl)=C/CSc1nnc2n(N)c(=O)c3ccccc3n12	18%
O=C(Nc1ccccc1)c1ccc(N2CCN(c3ccccn3)CC2)c(S(=O)(=O)N2CCOCC2)c1	8%
CN(C)CCCOC(=O)c1ccccc1	1%
COc1cc(S(=O)(=O)N(Cc2ccccn2)Cc2ccccc2Cl)ccc1-n1cnnn1	4%
CCCOc1ccc(CC(=O)NNC(=S)Nc2ccccc2)cc1Br	-12%

Ordered by SMILES length (smallest number first): part of the list above
SMILES	HT1080 viability
CN(C)CCCOC(=O)c1ccccc1	1%
O=C(O)CCC(=O)NCc1ccc(F)cc1	3%
CCn1nccc1C(=O)Nc1ccc(Cl)cn1	3%
COc1ccc2nc(SCC(=O)NN)cc(C)c2c1	-11%
CCOC(=O)CSc1nsc(SCC(=O)OCC)c1C#N	2%
O=C1OCC(CO)(CO)N=C1NNc1cc(Cl)ccc1Cl	-17%
CC[N+]1(CC)CC2=Cc3c(ccc4ccccc34)CC2C1 (stereo unspecified)	-11%
COc1ccc(/C(C)=C(\C#N)C(=O)OC(C)C)cc1OC	0%
Cc1c(OCC(F)(F)F)ccnc1CSc1nc2ccccc2[nH]1	-10%
c1cnc2ccc(C(c3nnnn3C3CCCC3)N3CCSCC3)cc2c1 (stereo unspecified)	-13%
CCOCCCNC(=O)C1CCN(S(=O)(=O)c2ccc(C)cc2)CC1	-1%
COc1ccc(-c2cc(-c3ccccc3)c(C#N)c(S(C)=O)n2)cc1 (stereo unspecified)	44%
CCOC(=O)c1sc(N(Cc2ccccc2)C(=O)CSc2ncn[nH]2)nc1C	-4%
O=C(Cc1cccs1)N(Cc1cccs1)C1(C(=O)NC2CCCCC2)CCCCC1	-11%
COc1ccc(-c2oc(/N=C/N3CCCC3)c(C#N)c2-c2ccc(OC)cc2)cc1	-22%
CC1CCN(CCCNC(=O)CCCNC(=O)Cn2cnc3sc4c(c3c2=O)CCCC4)CC1	-1%
Cc1cc2c3c(c1)C1(SCC(=O)N1c1ccc(F)cc1)C(=O)N3C(C)(C)CC2C (stereo unspecified)	2%
COc1ccc(CN(CC2CCCO2)C(=O)CN2C(=O)C(C)Oc3ccc(C)cc32)cc1OC (stereo unspecified)	8%
O=C(Nc1ccccc1)c1ccc(N2CCN(c3ccccn3)CC2)c(S(=O)(=O)N2CCOCC2)c1	8%

Next compounds:
SMILES	HT1080 viability
COC(=O)Cn1c(=O)c2c(nc(Br)n2Cc2ccccc2Cl)n(C)c1=O	-8%
C/C(CCc1oc2c(Br)cc(Br)cc2c1-c1ccc(C)o1)=N\O	-3%
COc1cc(/C=N/Nc2nc3ccccc3o2)cc(OC)c1O	18%
O=C(O)C1CCCCC1C(=O)NCCCn1ccnc1 (stereo unspecified)	-8%
COc1ccc(S(=O)(=O)Nc2nc3n(n2)C(c2ccc(Cl)cc2)CC(=O)N3)cc1 (stereo unspecified)	22%
CC(=O)Nc1ccc(NS(C)(=O)=O)cc1	4%
COc1ccc(S(=O)(=O)N(CCCN2CCOCC2)Cc2cccc3ccccc23)cc1	7%

Screening data from PubChem.
